# Screening data: PubChem BioAssay, The Scripps Research Institute Molecular Screening Center
# GBA enhancer – increases beta-glucosidase activity in Gaucher fibroblasts. hit rate 0.44% among 30,000. activation, % at 10 µM. L444P Gaucher fibroblasts, 4-MU-glucoside fluorescence, 3 days. AID 784. P04062; in the data active = activation above about 65%;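 note: 0% = vehicle wells and 100% = positive control wells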
# Target sequence (P04062 whole entry L483P): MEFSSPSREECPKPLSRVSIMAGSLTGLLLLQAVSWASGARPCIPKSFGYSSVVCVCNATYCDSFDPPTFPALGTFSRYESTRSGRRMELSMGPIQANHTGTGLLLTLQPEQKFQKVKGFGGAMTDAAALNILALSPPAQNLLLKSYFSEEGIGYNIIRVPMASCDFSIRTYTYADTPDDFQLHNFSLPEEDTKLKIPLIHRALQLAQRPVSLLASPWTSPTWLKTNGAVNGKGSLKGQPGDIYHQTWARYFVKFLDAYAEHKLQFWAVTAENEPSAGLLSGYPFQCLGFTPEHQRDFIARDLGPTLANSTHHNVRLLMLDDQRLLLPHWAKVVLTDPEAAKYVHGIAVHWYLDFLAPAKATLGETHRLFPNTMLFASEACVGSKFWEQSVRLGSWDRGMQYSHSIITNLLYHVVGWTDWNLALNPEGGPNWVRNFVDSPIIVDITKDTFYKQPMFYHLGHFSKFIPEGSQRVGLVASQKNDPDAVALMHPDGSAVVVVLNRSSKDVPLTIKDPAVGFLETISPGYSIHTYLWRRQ
# * marks the source's active call; other numbers are inactive results. Only part of the results is shown; rates above refer to the full screens.
Molecule | GBA enhancer
COc1cccc(NC(=O)CSc2nnc(-c3cc(C)n(-c4ccccc4)c3C)o2)c1 | -12
CCNc1nc(N)nc(Oc2ccc(OCC)nn2)n1 | -56
O=C(CCS(=O)(=O)c1cc(Br)cc2c1N(C(=O)C1CC1)CC2)NCC1CCCO1 (stereo unspecified) | 2
CCCOC(=O)C1=C(C)NC2=C(C(=O)CCC2)C1c1cccs1 (stereo unspecified) | -27
OCCN(Cc1ccccc1)Cc1ccccc1Cl | -8
O=C(Nc1ccccc1)C1CC(=O)N(C2CCCCC2)C1 (stereo unspecified) | -22
Cc1ccc(-n2ncc3c(NCc4ccccc4)ncnc32)cc1 | -23
COc1ccc(OC)c(NC(=O)[C@H]2CC=CC[C@H]2C(=O)O)c1 | -5
COc1ccc(N2CCN(C(CNC(=O)c3cccc(Cl)c3)c3cccnc3)CC2)cc1 (stereo unspecified) | -10
O=C(CN1C(=O)c2ccccc2S1(=O)=O)N1CCN(Cc2ccc3c(c2)OCO3)CC1 | 21
CCn1c(SCC(=O)NC(C)(C)C)nc(O)cc1=O | -30
CCN(CC)C(=O)Cn1c(=O)n(Cc2ccccc2Cl)c2c1c(=O)n(C)c(=O)n2C | -11

# Part of the list above, field by field.
COc1ccc(N2CCN(C(CNC(=O)c3cccc(Cl)c3)c3cccnc3)CC2)cc1 (stereo unspecified)
  GBA enhancer: -10

O=C(CN1C(=O)c2ccccc2S1(=O)=O)N1CCN(Cc2ccc3c(c2)OCO3)CC1
  GBA enhancer: 21

CCn1c(SCC(=O)NC(C)(C)C)nc(O)cc1=O
  GBA enhancer: -30

# Following part
Molecule | GBA enhancer
NC(=O)c1ccccc1NC(=O)CCCN1C(=O)CCC1=O | 6
COc1ccccc1C(=O)N1CCCN(C(=O)c2ccccc2OC)CC1 | -22
Cc1c(CNC(=O)c2nn3c(c2Cl)NC(c2ccccc2)CC3C(F)(F)F)cnn1C (stereo unspecified) | -24
COc1cccc(OC)c1C(=O)Nc1cc(Cl)ccc1N1CCOCC1 | 0
O=C(CS(=O)(=O)Cc1ccccc1)Nc1nc2c(s1)CCCC2 | -25
Cc1noc(C)c1CSc1nnc(-c2cccnc2)n1C1CCCCC1C (stereo unspecified) | 16
Cc1cc(NC(=O)C2CCN(S(=O)(=O)c3cnc[nH]3)CC2)ccc1Br | 11
COc1ccc(OC)c(S(=O)(=O)N2Cc3ccccc3CC2C(=O)O)c1 (stereo unspecified) | -25
CC1=C(C(=O)OC(C)C)C(c2ccccc2Cl)CC(=O)N1 (stereo unspecified) | -5
Cc1cc(C(=O)O)c(CCCN)s1 | -11
COc1ccc(N2CCN(C(=O)c3ccc(C)c(Cl)c3)CC2)cc1 | -20
O=C(O)CCCC(=O)NCCc1ccncc1 | -5

# Following part.
Molecule | GBA enhancer
COc1ccc(-n2cnc3c(sc4nccc(N(C)C)c43)c2=O)cc1 | -8
CC(C(=O)NC1CCCc2ccccc21)N1CCN(Cc2ccc3c(c2)OCO3)CC1 (stereo unspecified) | -20
O=C(OCc1cc2ccccc2[nH]c1=O)c1ccccn1 | -32
CC1Cc2ccccc2N1C(=O)CSCC(=O)O (stereo unspecified) | 9
CCn1c2ccccc2c2cc(NC(=O)Cc3ccc(S(=O)(=O)N4CCOCC4)s3)ccc21 | -29
O=C(O)CCc1cc(I)c(Oc2ccc(O)c(I)c2)c(I)c1 | -15
Cc1csc2ncc(C(=O)N3CCc4ccccc43)c(=O)n12 | -17
Cn1c(=O)cc(SCC(=O)NCC2CCCO2)c2ccccc21 (stereo unspecified) | -3
CC1CCCC(C)N1C(=O)CSc1nnc(NC(=O)Cc2cccs2)s1 (stereo unspecified) | -34
COc1cc(OC)c(C(=O)NC2CC(C)(C)NC(C)(C)C2)cc1OC | -5
O=C(CCN1C(=O)c2ccccc2C1=O)Nn1cnnc1 | -6
CCCCn1c(-c2nonc2NC(=O)c2ccccc2Cl)nc2ccccc21 | 1

# Additional results follow:
Molecule | GBA enhancer
O=C(COC(=O)C1=COCCO1)Nc1ccc2c(c1)OCO2 | 0
CCOC(=O)Nc1sc(C)nc1-c1ccccc1 | -5
CC(C)Cn1c(SCC(=O)NC2CCCc3ccccc32)nc(O)cc1=O (stereo unspecified) | 3
O=C(CSc1nnc(Cc2cccs2)n1Cc1ccco1)Nc1cccc(Cl)c1 | 5
Cc1ccccc1CN1C2=NCCN2c2ccccc21 | 2
CCOCCn1c(CN2CCCCC2C)nc2c1c(=O)n(C)c(=O)n2C (stereo unspecified) | -16
O=C1CC(N2CCC(O)(c3ccc(Cl)cc3)CC2)C(=O)N1 (stereo unspecified) | -20
Cc1ccoc1C(=O)NCCCNC(=O)c1occc1C | -23
CCc1nnc(NC(=O)C2CC(=O)N(Cc3ccco3)C2)s1 (stereo unspecified) | -8
CCOc1cccc2cc(-c3csc(NC(=O)CCC(=O)N4CCN(C)CC4)n3)c(=O)oc12 | 10
CC(=O)c1ccc(OCC(O)CN2CC(C)OC(C)C2)cc1 (stereo unspecified) | -32
COc1ccc(COC(=O)c2ccc(N3CCCC3=O)cc2)cc1F | -24

# (further entries)
Molecule | GBA enhancer
COc1ccc(OCC(O)CNc2ccc(Br)cc2)cc1 (stereo unspecified) | -12
COc1ccc(CCN(C(=O)c2ccc(F)cc2)C2=CC3CCC(C2)N3C)cc1OC (stereo unspecified) | -9
Cc1nn(Cc2ccccc2)c(Cl)c1C(=O)NCc1ccc(C)n1C | -7
CCc1ccc(-c2nn[nH]n2)cc1 | 7
COc1ccc(OC)c2[nH]c(=O)c(CCNC(=O)c3ccc(Br)o3)cc12 | -27
Cn1c(NC(=O)C2CCCO2)cc(=O)n(C)c1=O (stereo unspecified) | -40
O=C(Nc1nc2ccc(S(=O)(=O)N3CCCC3)cc2s1)C1CCCCC1 | 1
COC(=O)c1ccccc1NC(=O)CSc1nnnn1C1CCCCC1 | -2
CCOC(=O)c1cccnc1SC(CC)C(=O)N1CCOCC1 (stereo unspecified) | -17
CCOc1ccccc1C(=O)Nc1nccs1 | -35
CCOC(=O)C1C(=O)NC(N2CCOCC2)=NC1C(C)C (stereo unspecified) | 11
C=CCn1c(SCC(=O)c2cccs2)nc2sc(C)cc2c1=O | -14

# (list continues)
Molecule | GBA enhancer
COc1ccccc1-c1nnc(NC(=O)OCC(C)C)s1 | 9
Cc1cc(C)c(S(=O)(=O)N(CC(=O)O)C2CCCCC2)c(C)c1 | 9
COc1ccc(-n2c(SCC(N)=O)nnc2-c2ccccc2F)cc1 | -20
COc1cccc(-c2csc(N3CCN(CC(=O)Nc4ccc5c(c4)OCO5)CC3)n2)c1 | -30
CCC(=O)N(Cc1cc(=O)[nH]c2ccccc12)C1CCCCC1 | -4
COc1ccc2[nH]cc(C(=O)CN3CCN(C(=O)c4ccco4)CC3)c2c1 | -10
CCS(=O)(=O)c1nc2ccccc2n1CC(=O)N1CCCCC1 | -81
O=C(Nc1cccc(-c2cn3cccnc3n2)c1)c1ccc(Br)o1 | 3
O=c1[nH]c2ccc(S(=O)(=O)N3CCN(C4CCCCC4)CC3)cc2[nH]c1=O | -19
Cc1cc(NC(=O)CCC(=O)N(CC(=O)NC2CCCC2)c2ccc3c(c2)OCCO3)no1 | -16
CCNC(=O)CC1C(=O)N(c2ccc(F)cc2)C(=O)N1CCc1ccc(OC)cc1 (stereo unspecified) | -1
CCc1nn(CCCC(=O)N2CCc3ccccc3C2)c(=O)c2cc3occc3n12 | -3

# Next records follow.
Molecule | GBA enhancer
Cc1ccc(SC(C)C(=O)Nc2ncn[nH]2)cc1 (stereo unspecified) | -11
COCC(=O)/C=C1\Sc2ccccc2N1C | 1
Cc1cc(C)nc(N2CCCC(C(=O)NCCc3cccc(F)c3)C2)n1 (stereo unspecified) | -46
CC(C)CSc1nnc2[nH]c(=O)cc(N)n12 | 5
CCCC(=O)Nc1cc(C)c(NC(=O)c2ccccn2)cn1 | -4
Cn1c(=O)c2c(nc(NCCc3ccccc3)n2Cc2ccccc2)n(C)c1=O | 3
COc1ccccc1NC(=O)CCN1C(=O)C2CC=C(Cl)CC2C1=O (stereo unspecified) | -2
CCOc1ccc(OCC)c(NC(=O)CN(C)S(=O)(=O)c2cccc3nsnc23)c1 | -49
COC(=O)CC1=C(C)C(=O)CC2C(C)(C)CCCC12C (stereo unspecified) | -14
COc1ccc(C2(NC(C)=O)CCN(C(=O)CCC(=O)O)CC2)cc1 | -42
COc1ccc(N(C(C)=O)S(=O)(=O)c2cc(OC)ccc2OC)cc1 | 4
CC(=O)N(C)c1ccc(NC(=O)c2ccccc2C(=O)O)cc1 | -6

# Other entries
Molecule | GBA enhancer
CC1CC(C)CN(c2ncc3c(n2)CC(c2ccc(Cl)cc2)CC3=O)C1 (stereo unspecified) | -4
O=C(CSc1nnc(COc2ccccc2)n1Cc1ccco1)NCc1ccco1 | -61
N#CCCCSc1ncccc1-c1nc2ccccc2[nH]1 | -21
O=C(NC1CCCC1)C(c1ccncc1)N(Cc1cccs1)C(=O)c1csnn1 (stereo unspecified) | -15
O=C(c1noc2c1CCCC2)N1CCN(c2ccccc2)CC1 | 9
Cn1nccc1C(=O)c1ccc(Cl)cc1 | -23
CCOc1ccc(NC(=O)CN2CCN(CC(=O)Nc3cccc(F)c3)CC2)cc1 | -46
NC(=O)c1cc2n(n1)C(C(F)(F)F)CC(c1ccco1)N2 (stereo unspecified) | -44
Cc1nc(=S)n(-c2ccccc2)[nH]1 | -2
Cc1nc(-c2ccccc2O)n(S(=O)(=O)N(C)C)n1 | -26
COC(=O)c1sc(N)c(C(=O)OC)c1COC(=O)C1CC(=O)N(Cc2ccco2)C1 (stereo unspecified) | 3
CCCCOCCCn1c(-c2ccco2)nc2nc3ccccc3nc21 | 38

# Ordered by count of non-hydrogen atoms (rising): some entries from above.
Molecule | GBA enhancer
CCc1ccc(-c2nn[nH]n2)cc1 | 7
O=C(Nc1ccccc1)C1CC(=O)N(C2CCCCC2)C1 (stereo unspecified) | -22
CCC(=O)N(Cc1cc(=O)[nH]c2ccccc12)C1CCCCC1 | -4
COc1ccc(N(C(C)=O)S(=O)(=O)c2cc(OC)ccc2OC)cc1 | 4
COc1ccc2[nH]cc(C(=O)CN3CCN(C(=O)c4ccco4)CC3)c2c1 | -10
Cn1c(=O)c2c(nc(NCCc3ccccc3)n2Cc2ccccc2)n(C)c1=O | 3
CCOc1cccc2cc(-c3csc(NC(=O)CCC(=O)N4CCN(C)CC4)n3)c(=O)oc12 | 10

# Other entries follow.
Molecule | GBA enhancer
COC(=O)CC1Sc2ccccc2NC1=O (stereo unspecified) | -22
CC(=O)c1cc(C)ccc1OC(=O)c1cccc2nc(C)oc12 | -50
COc1ccc(C2=NOC(Cn3c(Cc4ccc(Cl)cc4)nc4c3c(=O)n(C)c(=O)n4C)C2)cc1 (stereo unspecified) | -1
COC(=O)[C@H](C)NC(=O)Nc1ccc(Oc2ccccc2)cc1 | -11
O=C(Cn1nnc(-c2ccncc2)n1)Nc1ccc2c(c1)CCC2 | -14
Cc1ccc(SC/C(O)=C(\C#N)c2nc3ccccc3s2)cc1 | -3
CC1CC(C(F)(F)C(F)(F)F)n2nc(C(=O)O)cc2N1 (stereo unspecified) | -3
CS/C(=N\S(=O)(=O)c1ccc(N)cc1)NS(=O)(=O)c1cccs1 | 0
O=C(CN1CCN(C(=O)c2cccc(F)c2)CC1)NC1CCCCC1 | -9
COc1ccc(-c2c(C)nn3c(N4CCC(C(=O)NCCN(C)C)CC4)cc(C)nc23)cc1OC | 5
COCCCNC(=O)C1CCCCN1S(=O)(=O)c1ccc(F)cc1 (stereo unspecified) | 36
CCOc1ccccc1C(=O)N(C)Cc1cc2cc(OC)ccc2[nH]c1=O | -38

# The results go on:
Molecule | GBA enhancer
CNS(=O)(=O)c1ccc(Oc2ccc(S(=O)(=O)NC)cc2)cc1 | -8
CC(C)(C)NC(=O)Cn1nnc(-c2cccs2)n1 | -42
O=C(O)CCCCCCC1C(=O)NC(=O)N1CCC(O)C1CCCCC1 (stereo unspecified) | -16
CCCc1nc(SCC(=O)N2CCCc3ccccc32)c2c(=O)n(C)c(=O)n(C)c2n1 | -14
COc1cc(OC)c(OC)cc1CN(C)CCc1ccccn1 | 8
COc1ccc(N2CCN(c3nc4c(c(=O)n(C)c(=O)n4C)n3CCCc3ccccc3)CC2)cc1 | 16
Cc1noc(C)c1COC(=O)CN(C)S(=O)(=O)c1ccc(Cl)cc1 | -21
CC(=O)Nc1ccc(S(=O)(=O)c2ccc(N)cc2)cc1 | -21
O=C(c1ccc2nccnc2c1)N1CCN(Cc2ccc3c(c2)OCO3)CC1 | -8
CC(=O)N1CN(C2CCS(=O)(=O)C2)Cc2c1sc1c2CCCC1 (stereo unspecified) | -31
O=C(O)c1ccc2c(c1)C(=O)N(CCC1=CCCCC1)C2=O | 2
Cc1cccc(C)c1Nc1nnc(SCC(=O)NCc2ccco2)s1 | 0

# Later entries
Molecule | GBA enhancer
CCN(CC)CCNC(=O)c1ccc(N)cc1 | -3
COc1ccc(S(=O)(=O)CCC(=O)NCCc2ccc(S(N)(=O)=O)cc2)cc1 | 41
Cc1occc1-c1nnc(SCC(=O)NC(C)(C)C)n1C(C)c1ccccc1 (stereo unspecified) | -10
Cc1cc(O)c(C(C)C)cc1NC(=O)Cn1nc(C)c2ccccc2c1=O | -3
Cc1c(C(=O)NCCc2ccccc2)oc2ccc(S(=O)(=O)N3CCC4(CC3)OCCO4)cc12 | -3
CCOC(=O)c1c(NC(=O)C(F)(OC)C(F)(F)F)sc2c1CCN(C)C2 (stereo unspecified) | -7
COc1ccc(C)cc1NC(=O)CSc1nnc(-c2ccco2)n1Cc1ccco1 | -39
CN(Cc1cccs1)S(=O)(=O)c1cccs1 | -15
NC(=O)C1CCN(C(=O)CSc2nc3c(c(-c4ccccc4)n2)CCCC3)CC1 | 26
COc1ccc(CNC(=O)COC(=O)c2n[nH]c3ccccc23)cc1 | 4
CCOC(=O)c1ccc(NC(=O)Cn2nnc(-c3ccccc3C)n2)cc1 | -12
